NFkB transloc pot: enhances IL-1B driven NFkB nuclear translocation | HUVEC IL-1B NFkB p65 nuclear translocation imaging | activation, % at 2 µM | 94,000 tested, 0.3% active | AID 819;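 active means activation above 40%, about the mean plus 3 SD, also judged a hit on visual image review; inconclusive means activation above 40% but not a hit on visual review; inactive means activation not above 40% and no visual hit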;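 further: percent activation is computed from the nuclear over cytoplasmic p65 intensity ratio; values of inactives mirror those of a sister screen read the other way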
PLAP inhibitors HTS: PLAP enzyme inhibitors, biochemical, luminescence, HTS (AID 690). 96,000 tested, 0.08% active. purified PLAP, luminescent substrate; higher % means a stronger effect. inhibition, % at 20 µM; hits with a dose series show IC50 in µM; in the data active means a potency from the dose series; inactive means the rest, 99 in 100 with inhibition below about 30%; further: strong numbers were not always called active
MRP reversal: reverses drug resistance mediated by MRP | 85,000 tested, 0.04% active | H69AR cells + 2 uM doxorubicin, CellTiter-Glo, 72 h | differential viability (reversal), % at 10 µM;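 active means viability drop by adding the cancer drug above about 55%, with treated viability meeting a 40% cutoff, limit read from the data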;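 further: viability without doxorubicin minus viability with 2 µM doxorubicin for each compound; larger differential means the compound sensitizes cells more to doxorubicin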
Bcl-B TR3 displacers: displacers of TR3 peptide from Bcl-B, primary screen, selectivity assay for Bfl-1 inhibitor project, biochemical, fluorescence polarization | FP displacement of FITC-TR3 peptide from Bcl-B; higher % means a stronger effect | displacement, % at 20 µM, or IC50 in µM where a hit was titrated | 96,000 tested, 0.11% active | AID 748;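 active means displacement above 50% at 20 µM plus a fluorescence interference ratio under 1.5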;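 further: plate controls were wells without compound for no effect and wells lacking Bcl-B protein for full effect; a part of the inactive calls stands beside numbers as strong as those of hits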
NFkB transloc inh: blocks IL-1B driven NFkB nuclear translocation in HUVEC cells; inhibition, % at 2 µM; 94,000 tested, 0.43% active; AID 796; HUVEC IL-1B NFkB p65 nuclear translocation imaging;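 active means inhibition above about 30% together with a positive call from visual inspection of the well image, limit read from the data; inconclusive means inhibition above a set limit but visual check negative; inactive means inhibition not above a set limit, visual check negative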;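 further: nuclear over cytoplasmic p65 intensity ratio measured by imaging; 0% = IL-1B stimulated DMSO wells and 100% = unstimulated DMSO wells; values of inactives mirror those of a sister screen read the other way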
MRP reversal cytotoxicity: second read-out of MRP reversal, no call of its own (marks repeat the call); viability, %; H69AR cells, CellTiter-Glo, 72 h; measured here: cytotoxicity without doxorubicin
MRP reversal with doxorubicin: recorded beside MRP reversal, whose call it bears; viability, %; measured here: viability with 2 uM doxorubicin; active compounds read low
NFkB transloc inh cell count 2 µM: second read-out of NFkB transloc inh, no call of its own (marks repeat the call); cell count; measured here: cells passing quality filter;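 raw number of nuclei counted in each imaged well without normalization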
NFkB transloc pot cell count 2 µM: further read-out of NFkB transloc pot, marked with its call; cell count; measured here: cells passing quality filter
The depositor's hits bear a star; ? = inconclusive; · = no result given.

SMILES | NFkB transloc pot | NFkB transloc pot cell count 2 µM | PLAP inhibitors HTS | MRP reversal | MRP reversal cytotoxicity | MRP reversal with doxorubicin | Bcl-B TR3 displacers | NFkB transloc inh | NFkB transloc inh cell count 2 µM
CCn1cc(SCC(=O)NCc2ccc3c(c2)OCO3)c2ccccc21 | · | · | 5% | 18 | 87 | 69 | -6% | · | ·
Cc1ccc(NC(=O)c2cccc3c2-c2ccccc2C3=O)cc1C | 29 | 202 | -23% | · | · | · | 6% | -30 | 202
C=CCOc1c2ccc(C(=O)NCc3ccccc3OC)cc2nn1C | -1 | 123 | -26% | · | · | · | -4% | 1 | 123
Cc1nc2cc(-c3sccc3-n3cccc3)nn2c(C)c1C | 5 | 178 | -6% | · | · | · | -3% | -4 | 178
CCOC(=O)c1cnn(-c2sc(C(=O)OCC)c(C)c2C(=O)OCC)c1N | 36 | 126 | · | 0 | 24 | 24 | · | -36 | 126
COc1cc(OC)cc(C(=O)N[C@H](C(=O)OCC(=O)c2ccc3c(c2)NC(=O)CO3)C(C)C)c1 | 17 | 172 | -14% | · | · | · | -4% | -17 | 172
O=C1Nc2ccccc2C(O)(C(=O)NC2CC2)N1c1ccc(Cl)c(Cl)c1 (configuration not stated) | · | · | -2% | 10 | 98 | 88 | -13% | · | ·
O=C(NNC(=O)C1CC1c1ccccc1)Nc1cccc(Cl)c1 (configuration not stated) | 10 | 142 | 6% | · | · | · | 10% | -10 | 142
N#CC(C(=O)NC1CCCCC1)c1nc2ccccc2nc1N1CCN(c2ccccc2F)CC1 (configuration not stated) | · | · | · | 11 | 94 | 82 | 14% | -3 | 93
C=CCCC(=O)Nc1nc(C)c(-c2csc(Nc3cccc(OC)c3)n2)s1 | -5 | 196 | 2% | · | · | · | -55% | 5 | 196
CCc1nnc(NC(=O)c2nc3nccc(C)n3n2)s1 | -10 | 114 | -8% | -6 | 98 | 105 | 5% | 10 | 114
Cc1ccc(-n2nc(C(=O)O)cc2-c2ccccc2)cc1 | -5 | 154 | -29% | 29 | 122 | 93 | -10% | 5 | 154
COc1ccc(C(=O)CSc2nnc(-c3cccnc3)n2Cc2ccco2)cc1 | -1 | 108 | -45% | · | · | · | -5% | 1 | 108
COc1ccc(C(=O)c2oc3nc(C)cc(C)c3c2N)cc1 | -7 | 133 | 9% | -2 | 75 | 76 | -7% | 7 | 133
Cc1ccc(S(=O)(=O)Nc2ccccc2CNc2c(C)n(C)n(-c3ccccc3)c2=O)cc1 | 31 | 99 | -62% | 0 | 89 | 89 | -5% | -31 | 99
CCn1ncc(CNC(=O)CCCSc2nc(-c3ccco3)cc(C(F)(F)F)n2)c1C | 26 | 118 | · | -8 | 62 | 70 | · | -26 | 118
CCCCNc1nc(-c2ccccc2)nc(-n2ccnc2)n1 | 17 | 170 | 15% | 5 | 79 | 74 | 11% | -17 | 170
COc1cccc(CNn2cnnc2)c1OCc1ccccc1F | -7 | 132 | -45% | 8 | 95 | 87 | -6% | 8 | 132
CCN(CC)C(=O)CSc1nc2ncc(Br)cc2[nH]1 | -2 | 100 | -44% | 11 | 92 | 81 | -4% | 2 | 100
COc1ccc(CNC(=O)COC(=O)c2cc(-c3ccc(Cl)s3)nc3ccccc23)cc1 | -12 | 190 | 0% | · | · | · | -68% | 12 | 190
CCOc1ccc(N2CC(C(=O)OC)CC2=O)cc1 (configuration not stated) | 14 | 112 | 0% | 23 | 107 | 84 | 0% | -14 | 112
COC(=O)Cc1c(C)nc2nc[nH]n2c1=O | -4 | 161 | -18% | 4 | 96 | 92 | 5% | 4 | 161
CCn1c(-c2ccc(-c3ccccc3)cc2)c[nH]c1=S | 1 | 63 | 10% | 6 | 86 | 80 | 0% | -1 | 63
CCOC(=O)/C(C#N)=C\c1ccc(OCC(=O)Nc2ccc(C)cc2C)c(OC)c1 | -2 | 156 | -6% | · | · | · | -6% | 2 | 156
Cc1cc(NC(=O)Nc2cccs2)no1 | ? | · | 20% | · | · | · | -5% | -48 | 118

Following part
SMILES | NFkB transloc pot | NFkB transloc pot cell count 2 µM | PLAP inhibitors HTS | MRP reversal | MRP reversal cytotoxicity | MRP reversal with doxorubicin | Bcl-B TR3 displacers | NFkB transloc inh | NFkB transloc inh cell count 2 µM
Cc1cc(C)n(CNc2nc(C(F)(F)F)cs2)n1 | 1 | 210 | 4% | · | · | · | -11% | -1 | 210
COc1ccc(C2C=C(c3ccccc3)Nc3nnnn32)cc1 (configuration not stated) | 36 | 152 | 13% | 17 | 97 | 80 | 2% | -36 | 152
COc1ccc(NC(=O)Nc2cccc3cccnc23)cc1 | 14 | 135 | 24% | -9 | 63 | 71 | 13% | -14 | 135
CCOC(=O)c1c(C)n(C)c2ccc(OC)c(NC(=O)CN3CCSCC3)c12 | · | · | -60% | -11 | 99 | 110 | -2% | · | ·
O=C(OCC(=O)N1CCc2ccccc21)c1ccc[n+]([O-])c1 | 15 | 74 | 18% | -3 | 97 | 100 | -2% | -15 | 74
CC1(C)Cc2c(c(-c3ccccc3)nc(N3CCOCC3)c2C(N)=O)CO1 | 0 | 154 | -6% | -2 | 97 | 99 | -8% | 0 | 154
COc1ccc(-c2[nH]ncc2/C=N\NS(=O)(=O)c2ccccc2)cc1OC | 9 | 154 | -44% | · | · | · | -104% | -9 | 154
COc1ccc(CC(=O)OCC(=O)NC(=O)NC2CCCCC2)cc1 | -3 | 155 | 3% | 1 | 102 | 101 | 2% | 3 | 155
CN1CCN(C2=C(Cl)C(=O)C(c3cnc(N4CCCCC4)s3)=C(Cl)C2=O)CC1 | -3 | 151 | · | 0 | 2 | 2 | · | 3 | 151
COc1cc(NC(=O)C(C)Oc2ccccc2)cc(OC)c1 (configuration not stated) | · | · | -10% | 12 | 97 | 85 | 8% | · | ·
CCc1nnc(NC(=O)CSc2ccc(-c3nc4ccccc4[nH]3)cn2)s1 | ? | · | -14% | · | · | · | -2% | -51 | 117
NS(=O)(=O)c1ccc(CCNC(=O)c2ccc(S(=O)(=O)N3CCCCC3)cc2)cc1 | -3 | 191 | -98% | · | · | · | 8% | 3 | 191
CC(C(=O)NC1CCCCCC1)N(c1ccccc1)S(C)(=O)=O (configuration not stated) | -8 | 142 | 11% | 16 | 99 | 82 | -2% | 8 | 142
O=C(c1cccs1)N1CCC(c2nc3c(nnn3Cc3ccccc3)c(=O)[nH]2)CC1 | 16 | 139 | -18% | 0 | 90 | 90 | 2% | -16 | 139
Cc1[nH]ccc(=O)c1OCc1ccccc1 | 8 | 154 | 14% | · | · | · | 0% | -8 | 154
CCOC(=O)c1nc(S(C)(=O)=O)ncc1Cl | -5 | 120 | 9% | 0 | 2 | 2 | -2% | 5 | 120
COc1ccc(C2C(C#N)=C(N)Oc3c2sc2nc(C)cc(C)c32)cc1 (configuration not stated) | -3 | 221 | 4% | · | · | · | 6% | 3 | 221
O=C(C(=O)N1CCCc2ccccc21)c1c[nH]c2ccccc12 | 2 | 123 | -14% | · | · | · | 1% | -2 | 123
COC1CCCCC1Nc1cccc(SC)c1 (configuration not stated) | 14 | 157 | 17% | 10 | 95 | 86 | -10% | -14 | 157
COc1ccc(-c2noc(CN3CCCCC3)n2)cc1OC | 0 | 203 | 12% | -3 | 87 | 89 | -8% | 0 | 203
Cn1c2c(c(=O)n(C)c1=O)C(c1cccc(Br)c1)C1C(=O)c3ccccc3C1=N2 (configuration not stated) | -1 | 155 | · | 0 | 41 | 40 | · | 1 | 155
CCOc1ccc(CN(CCO)CCO)cc1[N+](=O)[O-] | -4 | 158 | 4% | · | · | · | 1% | 4 | 158
O=S(=O)(c1cccc2ccccc12)n1nnc2ccccc21 | 14 | 185 | -9% | 5 | 98 | 93 | -4% | -14 | 185
Cc1cc(C)n(-c2nc3ccccc3n3cnnc23)n1 | 6 | 169 | 18% | -17 | 81 | 98 | 3% | -6 | 169
Cc1ccc(S(=O)(=O)n2ccnc2)cc1C | -4 | 174 | 7% | -2 | 90 | 92 | 15% | 4 | 174

(continued)
SMILES | NFkB transloc pot | NFkB transloc pot cell count 2 µM | PLAP inhibitors HTS | MRP reversal | MRP reversal cytotoxicity | MRP reversal with doxorubicin | Bcl-B TR3 displacers | NFkB transloc inh | NFkB transloc inh cell count 2 µM
N#Cc1nc(-c2ccc(OCc3ccccc3)cc2)oc1NCCN1CCOCC1 | 1 | 163 | 6% | -3 | 89 | 92 | -8% | -1 | 163
COc1ccc(Cn2nnnc2C(c2ccccn2)N2CCN(c3cc(Cl)ccc3C)CC2)cc1 (configuration not stated) | · | · | -62% | -7 | 74 | 81 | -17% | · | ·
Cc1nn2cc(-c3ccccc3)nc2[nH]c1=O | 10 | 163 | 6% | 11 | 92 | 81 | -7% | -10 | 163
CCOC(=O)c1ccc(NC(=O)C2(c3ccc(OC)cc3)CCCC2)cc1 | 15 | 112 | 13% | · | · | · | 5% | -14 | 112
Cc1ccc(OCC(=O)Nc2ccc(O)c(-c3nc4ccccc4o3)c2)cc1 | 0 | 204 | -24% | -3 | 13 | 16 | -7% | 0 | 204
CCCc1[nH]nc2c1C(c1cccnc1)C(C#N)=C(N)O2 (configuration not stated) | -3 | 108 | 2% | -1 | 96 | 97 | 8% | 2 | 108
CC(C)CC1NC(=O)N(CC(=O)N2CCN(S(=O)(=O)c3ccccc3)CC2)C1=O (configuration not stated) | -2 | 177 | 10% | 0 | 87 | 87 | 2% | 2 | 177
CCCNC(=O)Nc1ccc2c(c1)nc(C)n2C | -11 | 172 | 1% | -5 | 90 | 95 | -13% | 11 | 172
CCCn1c(SCc2nc(-c3cccs3)no2)nnc1-c1ccncc1 | -8 | 71 | -16% | 9 | 86 | 77 | 3% | 8 | 71
COC(=O)c1ccccc1NC(=O)C1CCN(S(=O)(=O)c2cc(C)ccc2OC)CC1 | -4 | 97 | -42% | 1 | 80 | 79 | -10% | 4 | 97
O=C(O)CCC(=O)Nc1ccc(N2CCCCCC2)cc1 | 3 | 115 | -44% | 6 | 84 | 79 | 0% | -3 | 115
COCCn1c(SCC(=O)Nc2nnc(C)s2)nnc1-c1cc2ccccc2cc1O | 3 | 98 | -9% | · | · | · | -4% | -3 | 98
Cn1c(=O)[nH]c(=O)c2c1nc(CN1CCOCC1)n2CCCc1ccccc1 | · | · | -21% | 18 | 91 | 73 | 0% | · | ·
CCc1nnc(NC(=O)CSc2nc3cc4c(cc3cc2CC)OCCO4)s1 | 18 | 131 | -7% | · | · | · | 1% | -18 | 131
COC(=O)Nc1ncc(CN2CCc3ccccc3C2)s1 | 15 | 136 | -90% | 1 | 94 | 93 | -4% | -15 | 136
COc1ccc(OCC(=O)NC(=S)N2CCCc3ccccc32)cc1 | 6 | 139 | -20% | · | · | · | 12% | -6 | 139
O=C(NCC(=O)N(Cc1cccs1)C(C(=O)NC1CCCCC1)c1cccnc1)c1ccco1 (configuration not stated) | 1 | 108 | · | 18 | 95 | 76 | · | -1 | 108
Cc1cc2cc(C)c3nnc(SCC(=O)N4CCN(C(=O)c5ccco5)CC4)n3c2cc1C | -5 | 186 | · | -11 | 69 | 80 | · | 5 | 186
C=C(Cl)COC(=O)[C@H]1C2C=CC(C2)C1C(=O)O (some centres not stated) | 1 | 175 | -11% | 8 | 101 | 93 | -2% | -1 | 175

Record cards, from the list above. Values in the order: NFkB transloc pot, NFkB transloc pot cell count 2 µM, PLAP inhibitors HTS, MRP reversal, MRP reversal cytotoxicity, MRP reversal with doxorubicin, Bcl-B TR3 displacers, NFkB transloc inh, NFkB transloc inh cell count 2 µM
COCCn1c(SCC(=O)Nc2nnc(C)s2)nnc1-c1cc2ccccc2cc1O is listed as 3, 98, -9%, ·, ·, ·, -4%, -3, 98
Cc1ccc(OCC(=O)Nc2ccc(O)c(-c3nc4ccccc4o3)c2)cc1 is listed as 0, 204, -24%, -3, 13, 16, -7%, 0, 204
Cc1cc2cc(C)c3nnc(SCC(=O)N4CCN(C(=O)c5ccco5)CC4)n3c2cc1C is listed as -5, 186, ·, -11, 69, 80, ·, 5, 186
COC(=O)Nc1ncc(CN2CCc3ccccc3C2)s1 is listed as 15, 136, -90%, 1, 94, 93, -4%, -15, 136
CCc1nnc(NC(=O)CSc2nc3cc4c(cc3cc2CC)OCCO4)s1 is listed as 18, 131, -7%, ·, ·, ·, 1%, -18, 131

Not all compounds are listed. The share of hits here may be higher or lower than overall.
